CHT inh: inhibitors of human choline transporter CHT; Q9GZV3; CHT-expressing cells, membrane potential dye, choline response; stronger effect = lower value; B-score at 10 µM; hit rate 0.86% among 310,000;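 active = B-score over 3 SD under the library average, and starting fluorescence ratio not unusually high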;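 also: choline stimulus applied at its EC90 after an EC20 pre-addition; B-score computed on integrated fluorescence ratio after choline addition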
Target sequence (Q9GZV3 whole entry, looked up): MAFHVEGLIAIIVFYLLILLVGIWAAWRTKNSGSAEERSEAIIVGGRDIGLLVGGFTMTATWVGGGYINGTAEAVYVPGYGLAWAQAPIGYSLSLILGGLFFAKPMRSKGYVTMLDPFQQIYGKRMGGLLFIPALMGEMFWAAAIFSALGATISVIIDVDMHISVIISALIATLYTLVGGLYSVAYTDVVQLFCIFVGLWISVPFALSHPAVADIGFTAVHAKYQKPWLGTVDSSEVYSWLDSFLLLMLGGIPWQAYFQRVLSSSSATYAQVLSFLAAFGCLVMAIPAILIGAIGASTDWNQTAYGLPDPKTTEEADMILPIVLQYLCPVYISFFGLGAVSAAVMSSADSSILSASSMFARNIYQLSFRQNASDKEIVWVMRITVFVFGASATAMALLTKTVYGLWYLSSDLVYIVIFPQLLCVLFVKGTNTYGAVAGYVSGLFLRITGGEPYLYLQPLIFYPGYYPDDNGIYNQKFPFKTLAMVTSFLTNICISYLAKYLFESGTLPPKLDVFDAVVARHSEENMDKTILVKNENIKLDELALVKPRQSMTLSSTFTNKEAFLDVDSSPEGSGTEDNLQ
CHT PAM: allosterically activates the human high affinity choline transporter | Q9GZV3 | B-score at 10 µM | hit rate 0.49% among 310,000 | CHT-expressing cells, membrane potential dye, choline EC20; stronger effect = higher value; LV-AA mutant CHT in HEK293 cells | AID 488977;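 active = initial fluorescence not abnormally high and integrated response B-score, plate-corrected, over 3 SD above library mean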
* = called active by the depositor; i = inactive.

SMILES	CHT inh	CHT PAM
NNC(=O)C(=O)Nc1ccc(O)cc1	i	i
COc1ccc(NC(=O)c2cc([N+](=O)[O-])ccc2N2CCCCC2)cc1	i	i
COc1ccc(/C=C2\CCn3c2nc2cc(C(=O)O)ccc2c3=O)cc1OC	i	i
O=S(=O)(Cc1cc(-c2ccc(Cl)cc2)no1)c1ccccc1	i	i
CNC(=O)C1CC(=O)N(CCc2ccc(OC)cc2)C(=Nc2ccc(OC)cc2)S1 (configuration not stated)	i	i
CC1CCCC(NC(=O)c2ccc3snnc3c2)C1C (configuration not stated)	i	i
Cc1ccccc1Nc1nc2ccccc2n1C(C)C	i	i
COc1ccc(CNS(=O)(=O)NCc2ccc(OC)c(OC)c2)cc1	i	i
Nc1nc2ccc(NC(=O)c3ccco3)cc2s1	i	i
COc1ccc(-n2nc3c(c2NC(=O)COc2ccccc2F)CS(=O)(=O)C3)cc1	i	i
COc1cccc2cc(C(=O)NCc3ccccc3Cl)c(=O)oc12	i	i
CC(C)(C)NC(=O)C(c1ccccc1)N(C(=O)c1ccco1)C1CC1 (configuration not stated)	i	i
CC(=O)N1CCOc2ccc(S(=O)(=O)N3CCC(C(=O)Nc4ccccc4F)CC3)cc21	i	i
O=C(NCC1OCCCN1S(=O)(=O)c1cc(F)ccc1F)C(=O)NC1CCCCC1 (configuration not stated)	i	i
COc1cc(O)cc2c1[C@@H]1Oc3c(ccc(O)c3CC=C(C)C)[C@@H]1CO2	i	i
O=C(Nc1cccc(-c2cnc3ccccc3n2)c1)c1ccccc1	i	i
Cc1nc2ccccc2c(=O)n1NC(=O)c1ccccc1F	i	i
CC1(C)CC(NS(=O)(=O)c2cccc3ccccc23)CC(C)(C)N1	i	i
NNC(=O)c1ccc(COc2ccc3ccccc3c2)cc1	i	i
COCCn1c(C(=O)N2CCCC2)cc2c1C[C@H]1CN(C(=O)c3ccccc3)[C@@](Cc3ccc(F)cc3)(C(=O)OC)[C@@H]21	i	i
COc1ccc(C2NC(c3ccc(OC)c(OC)c3OC)C(C)C(=O)C2C)c(OC)c1OC (configuration not stated)	i	i
CCC(C)c1nc2ccsc2c(N2CCOC2=O)c1-c1ccccc1 (configuration not stated)	i	i
COc1ccc(NC(=O)C2CCN(c3nc(C)cc(C)n3)CC2)cc1	i	i
COc1ccc(Nc2c3c(nc4ccccc24)CCC3)cc1	i	i
CCC(NS(=O)(=O)c1ccc(OC)cc1)C(=O)NCCC1=CCCCC1 (configuration not stated)	i	i

(continued)
SMILES	CHT inh	CHT PAM
CCCCn1c(SCc2nc3ccccc3s2)nc2ccccc2c1=O	i	i
O=C(c1ccccn1)N1CCN(S(=O)(=O)c2ccc3ccccc3c2)CC1	i	i
CC(=O)N(c1ccc2oc(=O)sc2c1)S(=O)(=O)c1ccccc1	i	i
COc1ccc(S(=O)(=O)N(C)CC(=O)N2CCCC2)cc1	i	i
COc1ccc(C(CNC(=O)c2cccc(S(=O)(=O)NCc3ccccc3)c2)N2CCOCC2)cc1 (configuration not stated)	i	i
Cc1ccc(C)c(-c2nnc(NC(=O)CS(=O)(=O)c3ccccc3)o2)c1	i	i
CCN1CCN(C(c2cc(OC)ccc2OC)c2nnnn2Cc2ccccc2)CC1 (configuration not stated)	i	i
CCN(Cc1cc2cccc(C)c2[nH]c1=O)C(=O)c1ccccc1OC	i	i
O=C(C1CCCN1S(=O)(=O)c1ccc(Cl)c(Cl)c1)N1CCCCC1 (configuration not stated)	i	i
Cc1ccc(C(=O)/C=C/c2ccccc2[N+](=O)[O-])cc1	i	i
CN1C(=O)N2CN(C3CCCCC3)CN3C(=O)N(C)C1C23 (configuration not stated)	i	i
CCOc1cc(C2C(C#N)=C(N)OC3=C2C(=O)CC(C)(C)C3)cc([N+](=O)[O-])c1O (configuration not stated)	i	i
Cc1ccc(S(=O)(=O)c2cc3cc(Br)ccc3oc2=O)cc1	i	i
CC(C)c1nnc(SCC(=O)NC2CCCC2)n1C	i	i
CCCCn1nnnc1NCc1cc(Cl)c(OC)c(OC)c1	i	i
Cc1ccccc1S(=O)(=O)Cc1ccc(C(=O)O)o1	i	i
CC(NC(=O)C1CCN(c2nnc(N3CCCC3=O)s2)CC1)c1ccccc1 (configuration not stated)	i	i
CC(=O)n1cc([C@@H]2C=C(C(=O)N3CCN(Cc4ccccc4)CC3)O[C@H](OCc3ccc(CO)cc3)C2)c2ccccc21	i	i
c1ccc(-c2nc(NCc3cccs3)c3ccccc3n2)cc1	i	i
COc1cccc(N2CC(C(=O)Nc3ccc(F)cc3)CC2=O)c1 (configuration not stated)	i	i
CC(C)Nc1nc(N)c(C(=O)C23CC4CC(CC(C4)C2)C3)s1	i	i
CC(=O)N(CN1C(=O)CCC1=O)c1cccc(Cl)c1	i	i
O=S1(=O)C=CC(Nc2ccccc2)C1 (configuration not stated)	i	i
Cc1cccc(NC(=S)NCCc2ccc3c(c2)OCCO3)c1C	i	i
COC(=O)c1cn(C(=O)c2ccc(C)cc2)c2ccccc12	i	i

Going on with the list.
SMILES	CHT inh	CHT PAM
COCCNCC(=O)C12CC3CC(CC(C3)C1)C2	i	i
O=S(=O)(Nc1nccs1)c1ccc(Br)cc1	i	i
Cn1nnnc1SCC(=O)NCc1cccc(C(=O)O)c1	i	i
CC(C)Sc1nc2c(c(=O)[nH]c(=O)n2C)n1CC(O)COc1ccccc1 (configuration not stated)	i	i
O=C(Nc1ccccc1Cl)O/N=C(/c1ccccc1)c1ccccn1	i	i
Cc1ccc(OCC(=O)NCCNC(=O)c2ccco2)cc1	i	i
Oc1ccc(C[C@H]2CNCCN2CCc2cccc(F)c2)cc1	i	i
COc1cc(OC)cc(C(=O)OCC(=O)NC(C)CCc2ccccc2)c1 (configuration not stated)	i	i
O=C(CSc1nnnn1Cc1ccccc1)N1CCN(c2ccccc2)CC1	i	i
Cc1ccc(N2CC(=O)Nc3c(oc4nc(-c5ccccc5)cc(C)c34)C2=O)cc1	i	i
COc1ccc(N2CC(C(=O)N[C@@H](C)C(=O)N[C@H](CO)c3ccccc3)CC2=O)cc1 (some centres not stated)	i	i
CCOC(=O)N1CCN(C(=O)COC(=O)C2CCN(S(=O)(=O)c3c(Cl)cccc3Cl)CC2)CC1	i	i
O=C(c1cnc2n(c1=O)CCS2)N1CCN(c2ccc(Cl)c(Cl)c2)CC1	i	i
CCOC(=O)Cn1c(=O)c(F)cn(Cc2ccc(OC)c([N+](=O)[O-])c2)c1=O	i	i
Fc1ccc(Nc2ncnc3sc4c(c23)CCC4)cc1F	i	i
Cc1nc(-c2cccc(NS(=O)(=O)c3ccc4ccccc4c3)c2)cs1	i	i
COc1cccc(Nc2ccc(C(=O)O)cc2N)c1	i	i
O=C1CC(c2ccccc2)Cc2nc(N3CCc4ccccc4C3)ncc21 (configuration not stated)	i	i
C=CCNC(=S)N/N=C/c1ccccc1OCCOc1ccccc1	i	i
COc1ccc(S(=O)(=O)N2CCOCC2)c2ccccc12	i	i
Cc1nc(SCC(=O)O)c(C#N)c2c1CCCC2	i	i
COc1ccc(/C=N\NS(=O)(=O)c2ccc(Cl)cc2)cc1COc1ccccc1[N+](=O)[O-]	i	i
OCC[n+]1ccc(/C=C/c2c[nH]c3ccccc23)cc1	i	i
O=C(COc1ccc(C(=S)N2CCOCC2)cc1Cl)Nc1ccccc1Cl	i	i
CCCCCCC(=O)N(O)C1CC(=O)N(c2ccc(Cl)cc2)C1=O (configuration not stated)	i	i

Molecules listed so far containing a COOH group (5):
SMILES	CHT inh	CHT PAM
COc1ccc(/C=C2\CCn3c2nc2cc(C(=O)O)ccc2c3=O)cc1OC	i	i
Cc1ccccc1S(=O)(=O)Cc1ccc(C(=O)O)o1	i	i
Cn1nnnc1SCC(=O)NCc1cccc(C(=O)O)c1	i	i
COc1cccc(Nc2ccc(C(=O)O)cc2N)c1	i	i
Cc1nc(SCC(=O)O)c(C#N)c2c1CCCC2	i	i

Later entries:
SMILES	CHT inh	CHT PAM
COc1ccccc1/C=C/C=N/NC(=O)Cc1cccn1C	i	i
O=C(Oc1ccccc1)c1ccc2nsnc2c1	i	i
Cc1cc(C)cc(Nc2cc(=O)n(C3CCCCC3)c(=O)[nH]2)c1	i	i
COc1ccccc1C(=O)NCCc1nc2ccccc2[nH]1	i	i
COC(CNC(=O)C1CC(=O)N(CCc2ccccc2)C1)OC (configuration not stated)	i	i
NC(=O)C1CCN(C(=O)CC2C(=O)NCCN2Cc2cccc(Oc3ccccc3)c2)CC1 (configuration not stated)	i	i
O=C(COc1coc(CN2CCN(c3ccccc3)CC2)cc1=O)Nc1ccccc1F	i	i
COc1ccccc1C(=O)NC(=S)Nc1ccc2[nH]c(=O)[nH]c2c1	i	i
Cc1ccccc1CN1CCC(n2nccc2NC(=O)c2cccnc2)CC1	i	i
C=CCn1c(SCC(=O)Nc2ccc(OC)cc2)nc2ccccc2c1=O	i	i
CCCCOC(=O)CCn1[nH]c(=O)c2ccccc2c1=O	i	i
CC(=O)Nc1cccc(NC(C)=C(C#N)C#N)c1	i	i
CCOC(=O)C(NCCc1ccccc1F)(NC(=O)CC)C(F)(F)F (configuration not stated)	i	i
CC1CN(C(=O)COC(=O)CSc2ccc(C(N)=O)cc2[N+](=O)[O-])CC(C)O1 (configuration not stated)	i	i
O=S(=O)(c1ccc(Cl)cc1)N1CCC2(CC1)CO2	i	i
CCOC(=O)N=Nc1c(O)n(CC(=O)OC)c2ccccc12	i	i
COc1ccc(NS(=O)(=O)c2ccc(O)c(C(=O)OCC(=O)NC(C)C3CC4CCC3C4)c2)cc1 (configuration not stated)	i	i
N#Cc1c2n(c3c(=O)n(Cc4ccccc4Cl)cnc13)CCCCC2	i	i
Cc1csc(SCC(=O)NC2CCCCC2)n1	i	i
OCCN1CCN(c2ncnc3ccc(Br)cc23)CC1	i	12.9*
Cc1ccc2c(N)c(C(=O)N(c3ccccc3)c3ccccc3)sc2n1	i	i
CCCc1cc(=O)n2nc(N3CCC(C(=O)Nc4cccc(C(C)=O)c4)CC3)sc2n1	i	i
CS(=O)(=O)c1ccc(C(=O)OC2CCOC2=O)cc1[N+](=O)[O-] (configuration not stated)	i	i
CCC1SC(CC)C(=O)N(CC(=O)NCc2ccc(F)cc2)C1=O (configuration not stated)	i	i
O=C1OCCN1c1c(-c2ccccc2)c(-c2cccs2)nc2c(-c3ccccc3)cccc12	i	i

A stretch taken from the entries so far, for reference:
SMILES	CHT inh	CHT PAM
CCOC(=O)N=Nc1c(O)n(CC(=O)OC)c2ccccc12	i	i
COc1ccc(NS(=O)(=O)c2ccc(O)c(C(=O)OCC(=O)NC(C)C3CC4CCC3C4)c2)cc1 (configuration not stated)	i	i
N#Cc1c2n(c3c(=O)n(Cc4ccccc4Cl)cnc13)CCCCC2	i	i

In a second layout: entries from further up.
SMILES | CHT inh | CHT PAM
COc1ccccc1C(=O)NC(=S)Nc1ccc2[nH]c(=O)[nH]c2c1 | i | i
Cc1ccccc1CN1CCC(n2nccc2NC(=O)c2cccnc2)CC1 | i | i
C=CCn1c(SCC(=O)Nc2ccc(OC)cc2)nc2ccccc2c1=O | i | i
CCCCOC(=O)CCn1[nH]c(=O)c2ccccc2c1=O | i | i
CC(=O)Nc1cccc(NC(C)=C(C#N)C#N)c1 | i | i
CCOC(=O)C(NCCc1ccccc1F)(NC(=O)CC)C(F)(F)F (configuration not stated) | i | i
CC1CN(C(=O)COC(=O)CSc2ccc(C(N)=O)cc2[N+](=O)[O-])CC(C)O1 (configuration not stated) | i | i

The main list resumes with the 2 entries that preceded the break.
SMILES	CHT inh	CHT PAM
CCC1SC(CC)C(=O)N(CC(=O)NCc2ccc(F)cc2)C1=O (configuration not stated)	i	i
O=C1OCCN1c1c(-c2ccccc2)c(-c2cccs2)nc2c(-c3ccccc3)cccc12	i	i
O=C(OCCCN1CCCCC1)c1ccc(O)cc1	i	i
CC1CCCC(NC(=O)COC(=O)CCSc2ccccc2)C1C (configuration not stated)	i	i
CCOc1cc(/C=N/Nc2nc(C)cc(=O)[nH]2)ccc1O	i	i
c1cnc2ccc(C(c3nnnn3C3CCCCC3)N3CCCCC3)cc2c1 (configuration not stated)	i	i
CCc1ccccc1NC(=O)C1CCN(C(=O)c2ccc([N+](=O)[O-])cc2)CC1	i	i
Cc1ccccc1NC(=O)NCC1CCCO1 (configuration not stated)	i	i
CCN1C(=O)[C@H]2[C@@H](c3ccc(C)cc3)N3C(=O)N(c4ccc(C)cc4)C(=O)[C@@]3(Cc3ccccc3)[C@H]2C1=O	i	i
CC(C)CC(=O)N=C1SC2CS(=O)(=O)CC2N1CCc1ccccc1 (configuration not stated)	i	i
O/N=C/c1cn(-c2ccccc2)nn1	i	i
O=[N+]([O-])c1ccc(CCNc2cccc3ccccc23)c([N+](=O)[O-])c1	i	i
CCc1ccc(C(=O)OCC(=O)c2c(N)n(CC(C)C)c(=O)n(C)c2=O)cc1	i	i
Nc1nonc1C(=O)NCCNCc1cc(Br)ccc1OCc1ccccc1F	i	i
Cc1cccc(C)c1NC(=O)C1C2C=CC(C2)C1C(=O)NCc1ccccn1 (configuration not stated)	i	i
COc1ccc(-c2noc(Cc3ccccc3OC)n2)cc1	i	i
CN(C(=O)CC1C(=O)NCCN1Cc1ccccc1F)C1CCOCC1 (configuration not stated)	i	i
CCCCn1c(N)c(N(CCOC)C(=O)c2cccc(S(=O)(=O)N(C)c3ccccc3)c2)c(=O)[nH]c1=O	i	i
CCc1ccc(CN(C)CC(=O)Nc2sccc2C#N)cc1	i	i
Cc1ccc(CNc2nc(C)nc3sc4c(c23)CCC4)cc1	i	i
O=C1C2CCCN2C(=O)N1CCCCN1CCN(CCO)CC1 (configuration not stated)	i	i
NC(N)=NC(N)=Nc1ccc(O)cc1	i	i
CCN(CC)CCN(C(=O)CN1C(=O)c2ccccc2C1=O)c1nc2cc3c(cc2s1)OCO3	i	i
COc1ccc(N2C(=O)/C(=C/c3ccc([N+](=O)[O-])cc3)C=C2c2ccccc2)cc1	i	i
CC(C)=CCCC(C)NC(=O)NC1CCCCC1 (configuration not stated)	i	i
CCN(CC(=O)NCc1ccc(Cl)cc1)C(=O)C(C)Sc1ccccc1 (configuration not stated)	i	i

Compound activity deposited in PubChem BioAssay by Johns Hopkins Ion Channel Center.
